Screening data as filed in PubChem.
SIRT5 block = sirtuin-5 (human) deacylase inhibition | inhibition, % at 15 µM | actives 1.1% (n = 330,000) | AID 652115 | Q9NXA8 | Purified SirT5, succinyl-peptide AMC, trypsin-coupled fluorescence; in the data active means inhibition above about 15%
Target sequence (Q9NXA8 whole entry, looked up): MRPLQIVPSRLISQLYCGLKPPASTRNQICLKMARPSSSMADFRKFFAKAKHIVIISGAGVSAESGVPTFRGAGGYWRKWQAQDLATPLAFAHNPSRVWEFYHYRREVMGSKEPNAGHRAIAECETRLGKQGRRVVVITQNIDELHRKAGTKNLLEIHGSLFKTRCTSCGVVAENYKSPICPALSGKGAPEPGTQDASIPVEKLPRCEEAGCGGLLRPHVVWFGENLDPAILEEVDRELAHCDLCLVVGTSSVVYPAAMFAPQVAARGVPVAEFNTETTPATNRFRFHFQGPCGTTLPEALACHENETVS
C2C12 statin = suppression of simvastatin myotoxicity; rescue of ATP level, % at 7.49 µM; AID 602340; C2C12 myotubes + simvastatin, ATP luminescence, 48 h; scaled: DMSO 0, geranylgeraniol control 100; actives 0.78% (n = 330,000);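 active means mean ATP rescue above about 67%, or every replicate alone reaching that limit, limit read from the data, passing the limit was not always enough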;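 further: myotubes were challenged with 10 µM simvastatin during compound exposure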
LGR2 inh = inhibitors of bursicon-induced Drosophila LGR2 receptor cAMP signaling | HEK293 LGR2, CRE-luciferase, bursicon-stimulated, 4 h | inhibition, % at 9.99 µM | actives 0.35% (n = 380,000);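 active means drop in luminescence signal, shown as inhibition above about 50% in the replicate tests, limit read from the data, passing the limit was not always enough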;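 further: agonist challenge used bursicon conditioned medium at about half maximal strength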
esBAF inh = inhibitors of esBAF chromatin remodeling in mouse ES cells; Bmi1-luciferase knock-in reporter, 24 h; 100% = twice the neutral-well signal; reporter increase, % at 12.5 µM; actives 2% (n = 350,000); AID 602393; in the data active means activation above about 40%;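 further: 0% = median of the plate's neutral control wells and 100% = double that signal; a rise in the Bmi1 reporter signal indicates esBAF inhibition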
CASP6 VEID inh = inhibitors of human caspase-6. P55212. purified caspase-6, Z-VEID-R110 cleavage fluorescence. inhibition, % at 12.5 µM. actives 0.53% (n = 350,000). AID 686996;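 active means mean inhibition across replicates at least about 35%, with every replicate also reaching that limit, limit read from the data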;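 further: 0% = median of neutral control wells and 100% = no fluorescence left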
Target sequence (P55212 24-179 limits assumed): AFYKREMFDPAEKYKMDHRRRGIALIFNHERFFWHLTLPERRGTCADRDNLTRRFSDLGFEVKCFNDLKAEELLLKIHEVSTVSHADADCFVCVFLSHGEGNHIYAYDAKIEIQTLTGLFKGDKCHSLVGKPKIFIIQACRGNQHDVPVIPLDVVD
Target sequence (P55212 194-293 limits assumed): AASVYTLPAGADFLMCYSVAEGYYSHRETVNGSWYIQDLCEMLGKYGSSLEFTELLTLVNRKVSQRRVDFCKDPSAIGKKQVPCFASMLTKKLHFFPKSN
S100A4 MyoIIA = inhibitors of human S100A4 binding to myosin IIA peptide; inhibition, % at 10.7 µM; actives 0.14% (n = 360,000); P26447; AID 652163; S100A4/TAMRA-MyoIIA peptide fluorescence polarization;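 active means mean inhibition of at least 70% across replicates, with every replicate also reaching that level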
Target sequence (P26447 whole entry, looked up): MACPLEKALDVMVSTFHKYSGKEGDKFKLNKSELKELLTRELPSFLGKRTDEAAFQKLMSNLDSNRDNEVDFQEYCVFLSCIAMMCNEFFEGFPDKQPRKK
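Material: S100A4 monomer protein / Buffer or medium: 50 mM HEPES pH 7.2, 10 mM CaCl2, 100 mM KCl / Times: 5 min incubation before reading / Benchmarks: neutral control DMSO, positive control TFP / Reagent: labelled myosin peptide probe, 5 nM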
FN deposit inh = fibronectin deposition inhibition; actives 0.086% (n = 350,000); AH1F fibroblasts, Alexa488-fibronectin deposition fluorescence, overnight; inhibition, % at 12.6 µM;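 active means mean inhibition across replicates of 30% or more, regardless of how many single replicates reach that level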;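 further: positive control wells lacked labelled fibronectin entirely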
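Assay system: AH1F fibroblast monolayer, labelled fibronectin deposition. Amount: 10000 cells per well. Also added: labelled fibronectin 24 nM. Compound: single-point pinned compound. Incubation: cell attachment 1 h, compound and FN exposure overnight. Detection: fluorescence after three HBSS washes, excitation 485 nm, emission 525 nm. Read-out: inhibition of fibronectin deposition signal.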
Active calls of the source: *; & = joins results of further samples.

Start of the listing, in advance:
COc1ccccc1CNC(=O)CN1C(=O)COc2ccc(S(=O)(=O)NC3CCCC3)cc21 was read as SIRT5 block 2, C2C12 statin 12, LGR2 inh -6, esBAF inh 5, CASP6 VEID inh -1, S100A4 MyoIIA 5 and FN deposit inh -14.
Screening COc1ccc(CCNc2ccc(C(CC(N)=O)NC(=O)c3cc(C)cc(C)c3)cc2[N+](=O)[O-])cc1 (stereo not given) returned SIRT5 block 5, C2C12 statin 6, LGR2 inh -4, esBAF inh -3, CASP6 VEID inh -2, S100A4 MyoIIA -3 and FN deposit inh -10.

Main list, from the start:
COc1ccccc1CNC(=O)CN1C(=O)COc2ccc(S(=O)(=O)NC3CCCC3)cc21 was read as SIRT5 block 2, C2C12 statin 12, LGR2 inh -6, esBAF inh 5, CASP6 VEID inh -1, S100A4 MyoIIA 5 and FN deposit inh -14.
Screening COc1ccc(CCNc2ccc(C(CC(N)=O)NC(=O)c3cc(C)cc(C)c3)cc2[N+](=O)[O-])cc1 (stereo not given) returned SIRT5 block 5, C2C12 statin 6, LGR2 inh -4, esBAF inh -3, CASP6 VEID inh -2, S100A4 MyoIIA -3 and FN deposit inh -10.
CC(C(=O)N1CCOCC1)N1C(=O)C2C3C=CC(C4CC34)C2C1=O (stereo not given) was read as SIRT5 block 2, C2C12 statin 3, LGR2 inh -6, esBAF inh -6, CASP6 VEID inh 2, S100A4 MyoIIA 8 and FN deposit inh 2.
C[C@H](CO)N1C[C@H](C)[C@@H](CN(C)Cc2ccc(Cl)c(Cl)c2)OCCCC[C@H](C)Oc2ccc(NC(=O)c3ccccc3)cc2C1=O was read as SIRT5 block -1, LGR2 inh 16, esBAF inh 7, CASP6 VEID inh 0, S100A4 MyoIIA -5 and FN deposit inh -2.
Screening CCc1cc(=O)[nH]c(SCC(=O)NCC2CCCO2)n1 (stereo not given) returned SIRT5 block -6, C2C12 statin 17, LGR2 inh 0, esBAF inh -1, CASP6 VEID inh -2, S100A4 MyoIIA -5 and FN deposit inh -5.
CC1(C)CC(=O)C(C(N)=NC(=O)c2ccccc2)=C(O)C1 was read as SIRT5 block 0, LGR2 inh -41, CASP6 VEID inh 0, S100A4 MyoIIA 4 and FN deposit inh -9.
Nc1ncnc2c1ncn2[C@@H]1O[C@H](C(=O)NCc2ccc(OC(F)(F)F)cc2)[C@@H](O)[C@H]1O was read as SIRT5 block -2, C2C12 statin 4, LGR2 inh 12, esBAF inh -12, CASP6 VEID inh 1, S100A4 MyoIIA 2 and FN deposit inh -2.
For O=C(N1CCOCC1)N1CCN(Cc2ccccc2)CC1 the results were SIRT5 block 0, C2C12 statin 9, LGR2 inh 0, esBAF inh -2, CASP6 VEID inh 1 and S100A4 MyoIIA -1.
`O=C(O)CCc1nc2cc(C(F)(F)F)ccc2n(Cc2ccccc2)c1=O` gave SIRT5 block -3, C2C12 statin 14, LGR2 inh 4, esBAF inh -2, CASP6 VEID inh 8, S100A4 MyoIIA 25 and FN deposit inh -9.
Screening Cc1ccc(NC(=O)NC2CCCCC2)cc1Cl returned C2C12 statin -44, LGR2 inh -72, esBAF inh 85* and FN deposit inh -5.
`CC=Cc1ccc2n(c1=O)C[C@@H]1[C@@H](CO)[C@H](C(=O)N3CCc4ccccc4C3)[C@H]2N1Cc1ccccc1` (mixture of isomers) gave SIRT5 block -4, C2C12 statin -6, LGR2 inh 3, esBAF inh 3, CASP6 VEID inh 1 and S100A4 MyoIIA 5.
`O=c1cc(N2CCCCC2)c(-c2ccccc2)nn1Cc1ccc(F)cc1` gave SIRT5 block -1, LGR2 inh -9, CASP6 VEID inh 6, S100A4 MyoIIA -5 and FN deposit inh 3.
COc1ccc2cc3c(N)nn(C(=O)c4ccccc4[N+](=O)[O-])c3nc2c1 was read as SIRT5 block -4, CASP6 VEID inh -1, S100A4 MyoIIA -15 and FN deposit inh 3.
For Cc1cc(=O)oc2cc(OCC(=O)NC3CCCCC3)c(Cl)cc12 the results were SIRT5 block -3, C2C12 statin 11, LGR2 inh 2, CASP6 VEID inh -2, S100A4 MyoIIA 7 and FN deposit inh -2.
`O=C(OCCOc1ccccc1F)c1cccc(S(=O)(=O)N2CCOCC2)c1` gave SIRT5 block -4, C2C12 statin 10, LGR2 inh -11, esBAF inh -4, CASP6 VEID inh 1, S100A4 MyoIIA -3 and FN deposit inh 2.
For O=C(CCN1C(=O)S/C(=C\c2cccs2)C1=O)Nc1nccs1 the results were SIRT5 block -3, C2C12 statin -2, LGR2 inh -9, esBAF inh 1, CASP6 VEID inh 0, S100A4 MyoIIA 3 and FN deposit inh 1.
O=C(O)Cc1c(C(=O)O)[nH]c2ccc(C(=O)O)cc12 was read as SIRT5 block 3, LGR2 inh 28, CASP6 VEID inh 3, S100A4 MyoIIA 3 and FN deposit inh 0.
Cc1ccc(C(c2c(C)nn(-c3ccccc3)c2N)c2c(C)nn(-c3ccccc3)c2N)cc1 was read as SIRT5 block 1, LGR2 inh 14, CASP6 VEID inh 0, S100A4 MyoIIA 3 and FN deposit inh 18.
For CCCNC(=O)Cc1ccsc1 the results were C2C12 statin 4, esBAF inh -2 and FN deposit inh -5.
For CC(=O)NC1=NN(C(C)=O)C(c2cccc([N+](=O)[O-])c2)S1 (stereo not given) the results were SIRT5 block -3, LGR2 inh -2, CASP6 VEID inh 3, S100A4 MyoIIA -2 and FN deposit inh -4.
COc1cc2c(cc1OC)/C(=C/C(=O)c1ccc(OC)c([N+](=O)[O-])c1)NCC2 was read as SIRT5 block -3, C2C12 statin 5, LGR2 inh -31, esBAF inh -4, CASP6 VEID inh 4, S100A4 MyoIIA 0 and FN deposit inh 17.
For COc1ccc(C#Cc2cnc3c(c2)C(=O)N([C@@H](C)CO)C[C@H](C)[C@@H](CN(C)C(=O)c2ccccc2F)O3)cc1 the results were SIRT5 block 13, C2C12 statin 17, LGR2 inh -2, esBAF inh 2, CASP6 VEID inh 2, S100A4 MyoIIA 5 and FN deposit inh -7.
`COc1ccccc1-n1nc(C(=O)O)c2ccccc2c1=O` gave C2C12 statin -17, LGR2 inh 5 and esBAF inh -3.
O=C1OC(CCl)CN1Cc1c(Cl)cccc1Cl (stereo not given) was read as SIRT5 block -1, LGR2 inh 2, CASP6 VEID inh 10, S100A4 MyoIIA 2 and FN deposit inh 6.
Screening O=C(COC(=O)/C=C/c1ccco1)Nc1ncc(C(F)(F)F)cc1Cl returned C2C12 statin -2, LGR2 inh -6, esBAF inh -9, CASP6 VEID inh 53*, S100A4 MyoIIA -4 and FN deposit inh 4.
O=C(Nc1ccc(Br)c(Cl)c1)c1ccco1 was read as C2C12 statin 12, esBAF inh 52* and FN deposit inh 0.
`Cc1ccc(S(=O)(=O)Nc2ccc3c(c2)C(=O)N([C@H](C)CO)C[C@H](C)[C@@H](CN(C)C(=O)Cc2ccccc2)OCCCC[C@H](C)O3)cc1` gave SIRT5 block 8, LGR2 inh -4, esBAF inh 6, CASP6 VEID inh -1, S100A4 MyoIIA -1 and FN deposit inh 1.
CSc1ccc(CNc2ccc(C)c(C)c2)cc1 was read as SIRT5 block -3, C2C12 statin 11, LGR2 inh -76, esBAF inh 59*, CASP6 VEID inh 1 and S100A4 MyoIIA 3.
CCN1CCCC1CNC(=O)c1ccc2c(c1)N(Cc1cccc(Cl)c1)C(=O)c1ccccc1S2(=O)=O (stereo not given) was read as SIRT5 block 0, C2C12 statin 8, LGR2 inh -7, esBAF inh -12, CASP6 VEID inh -3, S100A4 MyoIIA 34 and FN deposit inh 5.
For O=C(Nc1ccccc1N1CCOCC1)C1Cc2ccccc2CN1C(=O)c1ccco1 (stereo not given) the results were C2C12 statin 57, esBAF inh -3 and FN deposit inh -2.
For C[C@H](CO)N1C[C@H](C)[C@H](CN(C)S(C)(=O)=O)OCc2ccccc2-c2c(n(C)c3ccccc23)C1=O the results were SIRT5 block -1&0, C2C12 statin 10, LGR2 inh 2, esBAF inh 0, CASP6 VEID inh -1, S100A4 MyoIIA 2&-6 and FN deposit inh 6&3.
For Cc1nc(-c2ccccc2)cc(-c2ccccc2)n1 the results were SIRT5 block -41, C2C12 statin -1, LGR2 inh -3, esBAF inh 4, CASP6 VEID inh 2, S100A4 MyoIIA 13 and FN deposit inh 10.
CCCNC(=O)C1(C)CCN(Cc2ccc(Oc3ccccc3)cc2)C1 (stereo not given) was read as SIRT5 block -3, C2C12 statin 24, LGR2 inh -8, esBAF inh -8, CASP6 VEID inh -3, S100A4 MyoIIA -20 and FN deposit inh -10.
For CO[C@@H]1CN(C)C(=O)c2cc(NC(C)=O)ccc2OC[C@H](C)N(C(=O)C2CC2)C[C@@H]1C the results were SIRT5 block -1, C2C12 statin -6, LGR2 inh 13, esBAF inh -3, S100A4 MyoIIA 1 and FN deposit inh -3.
Screening COc1ccc(CNC(=O)CCNC(=O)C2CCN(S(=O)(=O)c3ccc(OC)cc3)CC2)cc1 returned C2C12 statin 7, LGR2 inh -1, esBAF inh 2, CASP6 VEID inh 0, S100A4 MyoIIA -13 and FN deposit inh -22.
For COc1ccc2cc3cc(C(=O)NCc4cccnc4)oc3nc2c1 the results were SIRT5 block -32, LGR2 inh -45, CASP6 VEID inh 1, S100A4 MyoIIA -1 and FN deposit inh -6.
Nc1c(N(Cc2ccco2)C(=O)c2cccc(Cl)c2)c(=O)[nH]c(=O)n1Cc1ccccc1 was read as SIRT5 block 13, C2C12 statin 2, LGR2 inh -5, esBAF inh 10, CASP6 VEID inh 7, S100A4 MyoIIA 12 and FN deposit inh 8.
For NC(=S)Nc1cccc2[nH]ccc12 the results were SIRT5 block 1, LGR2 inh 6, CASP6 VEID inh 1, S100A4 MyoIIA 3 and FN deposit inh -6.
For C[C@H](CO)N1C[C@H](C)[C@H](CN(C)C(=O)Cc2ccccn2)Oc2ncc(C#CC3CCCCC3)cc2C1=O the results were SIRT5 block -1, C2C12 statin -7, LGR2 inh -11, esBAF inh -5, S100A4 MyoIIA 9 and FN deposit inh -1.
Screening Cc1ccc(S(=O)(=O)Cc2ccc(C(=O)N3CCC(C)CC3)cc2)cc1 returned SIRT5 block -4, C2C12 statin 5, LGR2 inh 14, esBAF inh -1, CASP6 VEID inh 2 and S100A4 MyoIIA -5.
Screening CCOC(=O)CSc1nc2c(cnn2-c2ccc(C)cc2)c(=O)[nH]1 returned C2C12 statin -8, esBAF inh -14 and FN deposit inh -6.
CO[C@H]1CN(C)C(=O)c2ccc(NC(=O)c3cc(C)on3)cc2OC[C@H](C)N(C(=O)C2CC2)C[C@H]1C was read as SIRT5 block -1, C2C12 statin -2, LGR2 inh 8, esBAF inh -6, CASP6 VEID inh 1, S100A4 MyoIIA -13 and FN deposit inh 12.
Screening Cc1cc(C)c2ccc(Cl)cc2n1 returned SIRT5 block -6, C2C12 statin -2, LGR2 inh 2, esBAF inh -4, CASP6 VEID inh -2, S100A4 MyoIIA 2 and FN deposit inh 3.
Cc1nc2ccc(NC(=S)N3CCOCC3)cc2nc1C was read as SIRT5 block 1, LGR2 inh -47, CASP6 VEID inh 5, S100A4 MyoIIA -1 and FN deposit inh 3.
`COc1cccc(/C=N/NC(=O)c2cc3c(OC)cccc3[nH]2)c1OC` gave C2C12 statin 6, LGR2 inh -13, esBAF inh -10 and FN deposit inh -3.
Screening Cc1noc(C)c1S(=O)(=O)Nc1ccc2c(c1)C(=O)N([C@H](C)CO)C[C@@H](C)[C@@H](CN(C)Cc1ccc(Oc3ccccc3)cc1)O2 returned SIRT5 block 13, C2C12 statin 64, LGR2 inh 10, esBAF inh 5, CASP6 VEID inh 1 and S100A4 MyoIIA 2.
Screening Cc1ccccc1-n1ncc(C(C)NC(=O)c2ccco2)c1C (stereo not given) returned SIRT5 block -2, LGR2 inh 4, CASP6 VEID inh 0, S100A4 MyoIIA -3 and FN deposit inh 16.

Fetched one by one from above (2):
Screening Cc1ccccc1-n1ncc(C(C)NC(=O)c2ccco2)c1C (stereo not given) returned SIRT5 block -2, LGR2 inh 4, CASP6 VEID inh 0, S100A4 MyoIIA -3 and FN deposit inh 16.
Screening Cc1cc(C)c2ccc(Cl)cc2n1 returned SIRT5 block -6, C2C12 statin -2, LGR2 inh 2, esBAF inh -4, CASP6 VEID inh -2, S100A4 MyoIIA 2 and FN deposit inh 3.

Some of the compounds tested. The share of hits here may be higher or lower than overall.
